Compound activity (PubChem BioAssay)
IMP-1 inh: IMP-1 metallo-beta-lactamase inhibitors, primary screen, biochemical, epi-absorbance readout, Pseudomonas aeruginosa enzyme. metallo-beta-lactamase IMP-1 (Pseudomonas aeruginosa). purified IMP-1, nitrocefin hydrolysis, epi-absorbance fluorescence. inhibition, % at 5.6 µM. hit rate 0.45% among 290,000;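 active = inhibition above the mean plus 3 SD of all compounds in the same screening run, cut at about 4.5% in these data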;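 note: 0% = IMP-1 with DMSO and 100% = DMSO wells lacking enzyme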
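system = purified recombinant IMP-1 beta-lactamase | amount = 0.2 nM IMP-1, as dispensed | medium = HEPES buffer pH 7.1 with ZnSO4 and Brij 35 | times = 25 °C, 15 min preincubation, 25 min reaction | detection = plate fluorescence quenching by hydrolysis product, ex 480/em 530 nm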
HCV NS3 hel inh: inhibitors of HCV NS3 helicase, primary screen, biochemical, Cy5 molecular beacon fluorescence; Hepatitis C virus NS3 helicase; NS3 helicase DNA unwinding; inhibition, % at 10.9 µM; hit rate 0.56% among 290,000;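 active = inhibition above the mean of all tested compounds plus 3 SD, set per campaign, cut at about 35% in these data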;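 note: 0% = DMSO wells and 100% = thioflavine S control wells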
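Measured by: Cy5 fluorescence, 0 and 60 min reads / Assay system: NS3 helicase fragment of HCV / Control set: low DMSO, high thioflavine S at 110 µM / Times: 1 h reaction at 25 °C, ATP-initiated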
IDE cell inh: human IDE inhibitors in live cells, primary screen, fluorescence polarization, HEK cells, FAbetaB substrate | hit rate 0.41% among 320,000 | FAbetaB cleavage | Insulin-degrading enzyme (Homo sapiens), P14735 | AID 434962, 2010 | inhibition, % at 5.59 µM;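 active = percent inhibition above the average of all tested compounds plus 3 SD, set per screening campaign, cut at about 16% in these data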;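 note: IDE supplied by intact live HEK cells; FP after avidin binding of uncleaved biotin substrate so inhibition keeps polarization high; 0% = DMSO wells and 100% = 60 µM reference IDE inhibitor Ii1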
Target sequence (P14735 whole entry, looked up): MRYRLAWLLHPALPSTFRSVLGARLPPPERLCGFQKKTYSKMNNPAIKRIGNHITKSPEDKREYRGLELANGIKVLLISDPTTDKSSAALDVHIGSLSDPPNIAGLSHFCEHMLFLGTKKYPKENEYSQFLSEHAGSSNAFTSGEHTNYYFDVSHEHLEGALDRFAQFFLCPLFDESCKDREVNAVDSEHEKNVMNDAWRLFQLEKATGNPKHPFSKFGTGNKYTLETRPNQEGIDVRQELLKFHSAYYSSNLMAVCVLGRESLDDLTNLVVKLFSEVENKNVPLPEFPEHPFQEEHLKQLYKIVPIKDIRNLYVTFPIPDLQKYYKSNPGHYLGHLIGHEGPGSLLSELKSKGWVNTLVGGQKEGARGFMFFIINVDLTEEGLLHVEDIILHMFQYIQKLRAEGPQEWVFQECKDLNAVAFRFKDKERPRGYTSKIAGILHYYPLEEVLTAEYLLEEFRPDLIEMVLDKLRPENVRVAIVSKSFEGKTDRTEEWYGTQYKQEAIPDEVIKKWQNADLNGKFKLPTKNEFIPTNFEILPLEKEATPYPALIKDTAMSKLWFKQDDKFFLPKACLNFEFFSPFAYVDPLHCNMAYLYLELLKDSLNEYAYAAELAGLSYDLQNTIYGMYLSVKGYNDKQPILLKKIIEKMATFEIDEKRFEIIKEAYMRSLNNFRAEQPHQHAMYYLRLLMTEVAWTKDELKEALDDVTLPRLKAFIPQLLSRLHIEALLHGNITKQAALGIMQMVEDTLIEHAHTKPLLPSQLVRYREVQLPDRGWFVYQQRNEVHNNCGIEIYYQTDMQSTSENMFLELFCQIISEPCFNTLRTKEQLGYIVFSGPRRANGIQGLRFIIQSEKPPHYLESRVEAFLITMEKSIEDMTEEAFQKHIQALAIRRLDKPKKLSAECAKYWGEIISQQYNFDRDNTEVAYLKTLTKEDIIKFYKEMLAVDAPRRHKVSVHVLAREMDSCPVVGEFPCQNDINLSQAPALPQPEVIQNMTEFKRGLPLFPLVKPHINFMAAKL
SUMO HTRF inh: inhibitors of in vitro SUMOylation cascade, primary screen, biochemical, HTRF, uHTS; SUMO-conjugating enzyme UBC9 (Homo sapiens), P63279; HTRF SUMOylation assay, SAE1/SAE2 + UBC9; inhibition, % at 35 µM; hit rate 0.36% among 290,000; AID 2006, 2009; in the data active = inhibition above about 50%, passing the limit was not always enough; note: strong numbers were not always called active
GalR3 antag: GalR3 antagonists in HEK293 cells, primary screen, cell-based, fluorescence readout; HEK293 GalR3-CNG cAMP membrane potential fluorescence; galR3 body fused to GalR1 C-terminus; hit rate 0.44% among 360,000; AID 651719, 2012; inhibition, % at 3 µM; Galanin receptor type 3 (Homo sapiens), O60755;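 active = inhibition above the screen-wide average plus 3 SD, cut at about 13% in these data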;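 note: forskolin and galanin both at EC90 stimulate the cells; cAMP rise reported by CNG channel membrane potential dye signal; 0% = forskolin plus galanin with DMSO and 100% = forskolin alone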
VIM-2 inhibitor: VIM-2 metallo-beta-lactamase inhibitors, primary screen, biochemical, epi-absorbance readout, Pseudomonas aeruginosa enzyme; purified VIM-2, nitrocefin hydrolysis, epi-absorbance fluorescence; inhibition, % at 5.6 µM; AID 1527, 2009; hit rate 0.89% among 290,000;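 active = inhibition above the mean of all tested compounds plus 3 SD, cutoff set per screening run, cut at about 7.5% in these data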;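 note: red hydrolysis product quenches plate fluorescence so inhibitors raise well fluorescence; 0% = enzyme with DMSO and 100% = DMSO without enzyme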
CRFBP-R2 block: antagonists of CRF-BP/CRF-R2 complex, primary screen, cell-based, HEK293, calcium dye fluorescence, uHTS; CRF-induced calcium fluorescence; inhibition, % at 11.8 µM; hit rate 0.59% among 350,000;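 active = inhibition of the ligand-induced calcium signal above about 50% at the single tested concentration, limit read from the data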
p-CIP stab down: p/CIP-EGFP fusion destabilizers, primary screen, fluorescence, F442A cells. Q05BA5. 16 h. decrease of EGFP signal, % at 10 µM. hit rate 0.01% among 290,000;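 active = EGFP signal decrease of at least 30% at 10 µM or well 3 SD below plate mean, unless failing retest; inactive = the rest, including hits failing retest or dose response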; note: some compounds called inactive have numbers as strong as hits; many of its hits are not listed in these tables
IDE act: human IDE activators in live cells, primary screen, fluorescence polarization, HEK cells, FAbeta-B substrate; Insulin-degrading enzyme (Homo sapiens), P14735; FAbeta-B cleavage; 0% vehicle, 100% cell-free pure enzyme wells; activation, % at 5.96 µM; hit rate 0.073% among 340,000; AID 493087, 2011;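 active = activation above the mean of all tested compounds plus 3 SD, set per screening campaign, cut at about 17% in these data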
Starred values were filed as active, the others as inactive; nt = not tested or not shown. Not a hit list. About 3.2% of those tested had a hit in this group.

Value order: IMP-1 inh, HCV NS3 hel inh, IDE cell inh, SUMO HTRF inh, GalR3 antag, VIM-2 inhibitor, CRFBP-R2 block, p-CIP stab down, IDE act
O=C(CCC1COc2ccccc2O1)NCc1ccco1 (stereo not given)
    -4.3, -3, 4, -13, -2, -1.7, -14, -10, 3
Cc1ccccc1N1C(=O)c2sc3nc4c(c(=O)n3c2C1=O)CCC4
    -2.5, 7, 0, 4, nt, -0.7, -25, -4, 6
Oc1ccc(/C=N/N(c2ccccc2)c2ccccc2)c(O)c1O
    -3.9, 24, 3, 17, -9, -5.2, nt, -1, -5
Cc1cc(C)cc(C(=O)Nc2cc3c4c(c2)CC(=O)N4CCC3)c1
    nt, nt, 6, nt, 2, nt, -7, nt, -2
COC(=O)C1CN(C(=O)C(C)Oc2ccccc2F)c2ccccc2O1 (stereo not given)
    -4.1, 5, 5, 14, -10, -0.1, 18, -6, 2
CCC(=O)c1ccc(Oc2nc3c(c(=O)n(C)c(=O)n3C)n2CC)cc1
    -1.2, -2, -2, 11, -11, 0.3, 5, -18, 3
O=C(OCC#CCSc1nnc(-c2cccc3ccccc23)o1)c1ccc(Cl)cc1
    nt, nt, -2, nt, 0, nt, -5, nt, 3
O=C(C[C@H]1C/C=C/CC[C@H](Cc2ccc(F)cc2)C(=O)O[C@H](c2ccccc2)CNC1=O)NCCO
    nt, nt, -8, nt, -7, nt, -4, nt, 1
COn1c(=O)c(=O)n(O)c2ccccc21
    -1.8, 0, -4, -8, -2, -1.6, -4, 4, 0
Cc1cn(CCC(=O)Nc2ccc(N3CCOCC3)cc2)c2ccccc12
    -0.2, -3, 5, -7, 1, -2.1, -7, -3, 8
CC(C)n1c(NCCO)nc2ccccc21
    -2.9, -1, -1, 4, 12, -3.9, 31, -16, 5
Cc1ccc(CNC(=O)CCCc2ccccc2)cc1
    -3.0, -23, 4, -1, -2, -3.9, -6, -9, 1
O=C(NCc1ccccc1Cl)C1CCN(S(=O)(=O)c2ccc(F)cc2)CC1
    -1.8, 4, 2, -14, -7, -0.1, -14, 1, -4
C=CCN1C(=O)C(C)NC1=S (stereo not given)
    -0.3, 8, nt, 4, -7, 3.3, 7, 2, -1
CCC1(C)Cc2nc3[nH]c(=S)n(-c4ccc(C)cc4)c(=O)c3cc2CO1 (stereo not given)
    -2.3, 2, -3, 22, -3, -0.8, 6, -11, 0
CCCOC(=O)c1ccc(OCC(O)CN2C(=O)NC(C)(C)C2=O)cc1 (stereo not given)
    -0.8, -7, -2, 2, -4, -3.1, -18, 7, 2
COc1ccc(S(=O)(=O)N2CCCC(C(=O)NCCC3=CCCCC3)C2)cc1 (stereo not given)
    -1.7, 4, 1, -2, 4, -1.6, -43, -13, 1
Cc1c(NC(=O)C(C)OC(=O)c2sc3ccccc3c2Cl)c(=O)n(-c2ccccc2)n1C (stereo not given)
    -3.9, 2, 4, 8, -5, -1.1, 0, 6, 0
COc1ccc(S(=O)(=O)N2CC3C4C=CC(C4)C3C2)cc1 (stereo not given)
    0.4, 4, 0, 18, -7, 0.1, 16, -3, 9
COc1ccc2[nH]cc(C(O)CN3CCN(c4ccccc4F)CC3)c2c1 (stereo not given)
    -2.1, 1, -4, -4, -5, -3.4, -2, -1, -8
Cc1ccccc1-n1c(SCC(=O)c2c(N)n(C3CC3)c(=O)[nH]c2=O)nnc1N1CCOCC1
    nt, nt, -2, nt, -6, nt, 1, nt, 5
Cc1ccc(S(=O)(=O)N2CCN(C(=S)NCC3CCCO3)CC2)cc1 (stereo not given)
    nt, nt, -3, nt, -4, nt, -6, nt, 4
O=C(NCC1CCCO1)C(C(=O)c1ccc(F)cc1)n1ccccc1=O (stereo not given)
    -1.9, -4, -2, 3, -3, 0.6, -1, 5, 3
O=C(C1CCCCN1S(=O)(=O)c1ccccc1[N+](=O)[O-])N1CCCCC1 (stereo not given)
    -3.1, -7, 0, 3, -5, -1.3, -40, -3, 8
COc1cccc(C(=O)N2CCN(C(=O)C3CCCO3)CC2)c1 (stereo not given)
    nt, nt, 5, nt, -8, nt, 4, nt, 1
NC(=O)c1ccc(Nc2ccc([N+](=O)[O-])cc2[N+](=O)[O-])cc1
    -0.2, -15, -2, 21, -3, -0.6, 27, -8, 2
Cc1cccc(S(=O)(=O)Nc2ccc(C)c3c2OC(C)(C)C3)c1
    -2.1, -3, -3, -8, -1, -2.8, 10, 2, -3
CCOc1ccc(S(=O)(=O)NCCC(=O)NC(C)CCc2ccccc2)cc1 (stereo not given)
    nt, nt, -1, nt, -3, nt, 3, nt, 4
COC(=O)CSc1ncnc2c1sc1nc(-c3ccco3)c3c(c12)CC(C)(C)OC3
    1.2, 20, -1, 15, nt, -3.0, nt, -4, nt
Cc1cccc(CSC(=N)N)c1
    2.5, -4, -3, -6, -5, 1.7, 3, 2, 8
Cc1ccc(C(=O)c2ccc([N+](=O)[O-])cc2)cc1C
    0.1, -3, -1, 12, -2, -4.3, 11, -12, -1
CCOc1ccc(NC(=O)CSc2ncn[nH]2)c([N+](=O)[O-])c1
    -2.3, -1, -3, -24, -1, -1.6, -39, 11, 5
COC(=O)CNC(=O)CSc1ccccn1
    -2.7, -1, 8, 8, 0, -1.3, -6, -6, 2
CCOc1ccc2c(c1)OC(c1ccc(OC)cc1)(C(F)(F)F)NC2=O (stereo not given)
    -1.4, -4, -2, -20, -3, -2.5, -13, -3, 3
O=C(CN1C2CCCC1CC(NC(=O)c1ccccc1)C2)NC1CC1 (stereo not given)
    -2.3, 8, -3, 2, -4, -4.2, 1, 4, 1
Cc1noc(C)c1COc1cccc(C(=O)OCC(=O)N2CC(=O)Nc3ccccc32)c1
    -3.9, -3, 3, 18, -2, -5.2, 23, -7, 5
C[C@H](NC(=O)[C@H](Cc1ccccc1)NC(=O)c1cc2cc(Cl)ccc2n1C)C(=O)O
    -1.2, 2, 2, 10, -1, -4.1, -12, -2, 2
CSCCC(NC(=O)c1ccccc1Br)C(=O)NCc1ccc(F)cc1 (stereo not given)
    2.7, 24, -2, 10, -8, 1.4, -7, -2, 3
CC1CC(C)CN(CCCNC(=O)CCNC(=O)Cn2ccc3ccccc3c2=O)C1 (stereo not given)
    -2.9, 4, 0, 19, -4, -1.0, 26, -8, -2
COCCCNC(=O)c1ccc2c(=O)n(C3CCCC3)c(=S)[nH]c2c1
    -2.8, 0, 1, 2, -4, -3.4, 4, -7, -3

Ordered by the number under IDE cell inh (smallest number first): 3 of the compounds above.
Value order: IMP-1 inh, HCV NS3 hel inh, IDE cell inh, SUMO HTRF inh, GalR3 antag, VIM-2 inhibitor, CRFBP-R2 block, p-CIP stab down, IDE act
CSCCC(NC(=O)c1ccccc1Br)C(=O)NCc1ccc(F)cc1 (stereo not given)
    2.7, 24, -2, 10, -8, 1.4, -7, -2, 3
O=C(C1CCCCN1S(=O)(=O)c1ccccc1[N+](=O)[O-])N1CCCCC1 (stereo not given)
    -3.1, -7, 0, 3, -5, -1.3, -40, -3, 8
COc1cccc(C(=O)N2CCN(C(=O)C3CCCO3)CC2)c1 (stereo not given)
    nt, nt, 5, nt, -8, nt, 4, nt, 1

(continued)
Value order: IMP-1 inh, HCV NS3 hel inh, IDE cell inh, SUMO HTRF inh, GalR3 antag, VIM-2 inhibitor, CRFBP-R2 block, p-CIP stab down, IDE act
Cc1cc(-c2ccccc2)[nH]c(=O)c1C#N
    -2.1, 3, 2, 16, -6, -1.9, -7, 0, 6
O=C(CCn1nnc2ccccc21)Nc1nnc(Cc2ccc(F)cc2)s1
    -2.3, -1, 1, 16, 4, -2.1, -3, -3, 4
C[C@H](NC(=O)c1[nH]cnc1C(=O)Nc1ccc(Cl)cc1)c1ccccc1
    nt, nt, -5, nt, -2, nt, -9, nt, 3
COCCN(CCOC)S(=O)(=O)c1ccc(C(=O)Nc2sc3c(c2C(N)=O)CCCCC3)cc1
    -3.5, -2, 6, -6, 2, -1.9, 3, -5, 1
Cn1c(CCCOc2ccc(Cl)cc2Cl)n[nH]c1=S
    -3.0, -9, 3, 0, -2, -3.8, -8, -24, 5
O=C(/C=C/c1ccccc1Cl)Nc1ccc(-c2nnc3n2CCCCC3)cc1
    -1.8, 14, 31*, 8, -10, -0.8, 17, -14, -2
COc1ccc(C(=O)NCCN2C(=O)S/C(=C\c3cccnc3)C2=O)c(OC)c1OC
    -2.4, 6, 4, 14, -8, 0.2, 25, 2, -2
O=c1c2[nH]c3ccc(F)cc3c2ncn1CCN1CCN(Cc2ccccc2)CC1
    -2.1, 2, 1, 6, nt, -0.2, -28, -18, -2

An excerpt of these results, field by field.
> COc1ccc(C(=O)NCCN2C(=O)S/C(=C\c3cccnc3)C2=O)c(OC)c1OC
  IMP-1 inh: -2.4 | HCV NS3 hel inh: 6 | IDE cell inh: 4 | SUMO HTRF inh: 14 | GalR3 antag: -8 | VIM-2 inhibitor: 0.2 | CRFBP-R2 block: 25 | p-CIP stab down: 2 | IDE act: -2
> O=c1c2[nH]c3ccc(F)cc3c2ncn1CCN1CCN(Cc2ccccc2)CC1
  IMP-1 inh: -2.1 | HCV NS3 hel inh: 2 | IDE cell inh: 1 | SUMO HTRF inh: 6 | GalR3 antag: nt | VIM-2 inhibitor: -0.2 | CRFBP-R2 block: -28 | p-CIP stab down: -18 | IDE act: -2
> COCCN(CCOC)S(=O)(=O)c1ccc(C(=O)Nc2sc3c(c2C(N)=O)CCCCC3)cc1
  IMP-1 inh: -3.5 | HCV NS3 hel inh: -2 | IDE cell inh: 6 | SUMO HTRF inh: -6 | GalR3 antag: 2 | VIM-2 inhibitor: -1.9 | CRFBP-R2 block: 3 | p-CIP stab down: -5 | IDE act: 1

Three entries out of the list, ordered by length of the SMILES, descending:
Value order: IMP-1 inh, HCV NS3 hel inh, IDE cell inh, SUMO HTRF inh, GalR3 antag, VIM-2 inhibitor, CRFBP-R2 block, p-CIP stab down, IDE act
C[C@H](NC(=O)c1[nH]cnc1C(=O)Nc1ccc(Cl)cc1)c1ccccc1
    nt, nt, -5, nt, -2, nt, -9, nt, 3
O=C(/C=C/c1ccccc1Cl)Nc1ccc(-c2nnc3n2CCCCC3)cc1
    -1.8, 14, 31*, 8, -10, -0.8, 17, -14, -2
Cn1c(CCCOc2ccc(Cl)cc2Cl)n[nH]c1=S
    -3.0, -9, 3, 0, -2, -3.8, -8, -24, 5
